# Assay outcomes (PubChem BioAssay)
# MEKK2 WT-MEK5: raises or lowers MEK5 binding to wildtype human MEKK2 PB1 domain; bead flow cytometry, Alexa488-MEK5 binding to MEKK2 WT; actives lie on both sides; Q9Y2U5; AID 1531; binding response (% of control), % at 10 µM; actives 1.1% (n = 290,000); in the data active means binding response below about 67% or above about 130%
# FID counter: counter-screen for HCV NS3 helicase inhibitors: DNA intercalator displacement; DNA fluorescent intercalator displacement, fluorescence; inhibition, % at 7.9 µM; actives 0.17% (n = 290,000); AID 1845; in the data active means inhibition above about 37%;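 further: 0% = vehicle and 100% = reference compound; higher means more ethidium bromide displaced from hairpin DNA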
# MEKK2 mut-MEK5: signal of MEK5 binding to mutant human MEKK2 PB1 domain | bead flow cytometry, Alexa488-MEK5 binding to MEKK2 mutant | actives 0.35% (n = 290,000) | percent response, % at 10 µM; in the data active means percent response above about 24%, passing the limit was not always enough; further: inactives centre near 1; some results filed as inactive read as strong as hits
# SUMO HTRF inh: inhibitors of human SUMOylation (UBC9); P63279; HTRF SUMOylation assay, SAE1/SAE2 + UBC9, in vitro; inhibition, % at 35 µM; actives 0.36% (n = 290,000); in the data active means inhibition above about 50%, passing the limit was not always enough; further: strong numbers were not always called active
# Target sequence (P63279 whole entry, looked up): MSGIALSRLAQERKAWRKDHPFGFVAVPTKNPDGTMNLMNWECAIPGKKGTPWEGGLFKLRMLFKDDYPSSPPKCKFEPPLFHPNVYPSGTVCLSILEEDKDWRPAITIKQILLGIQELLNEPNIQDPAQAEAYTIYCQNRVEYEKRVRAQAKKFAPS
# CRFR2-BP antag: antagonists of CRF-binding protein/CRF-R2 receptor complex; inhibition, % at 11.8 µM; HEK293 CRF-R2/CRF-BP, CRF-induced calcium fluorescence; actives 0.59% (n = 350,000);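 active means inhibition of the ligand-induced calcium signal above about 50% at the single tested concentration, limit read from the data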
# HCV NS3 hel inh: inhibitors of Hepatitis C virus NS3 helicase. NS3 helicase DNA unwinding, Cy5 molecular beacon fluorescence. inhibition, % at 10.9 µM. actives 0.56% (n = 290,000). AID 1800;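 active means inhibition above the mean of all tested compounds plus 3 SD, set per campaign, cut at about 35% in these data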;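 further: 0% = DMSO wells and 100% = thioflavine S control wells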
#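 Compound dosing – single dose, 10.9 µM nominal final, DMSO 0.8% final · System – NS3 helicase fragment of HCV · Buffer or medium – MOPS pH 6.5, MgCl2, DTT, Tween20, BSA · Signal – Cy5 beacon fluorescence read at start and 1 h · Also added – annealed dual-labelled DNA beacon duplex, ATP-started · Schedule – 1 h at 25 °C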
# CRFBP-R2 agonist: agonists of human CRF-binding protein/CRF-R2 receptor complex; HEK293 CRF-R2/CRF-BP, calcium dye fluorescence (FLIPR); percent of saturating CRF peptide response; activation, % at 13.2 µM; actives 0.46% (n = 350,000);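 active means activation of at least 50%, plus an integration ratio under a set limit after plate pattern correction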;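 further: plate controls were neutral control wells without compound for no effect and CRF at EC100 for full effect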
# GalR3 antag: blocks the human galanin receptor 3 | O60755 | HEK293 GalR3-CNG cAMP membrane potential fluorescence; galR3 body fused to GalR1 C-terminus | inhibition, % at 3 µM | actives 0.44% (n = 360,000) | AID 651719;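 active means inhibition above the screen-wide average plus 3 SD, cut at about 13% in these data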;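 further: forskolin and galanin both at EC90 stimulate the cells; cAMP rise reported by CNG channel membrane potential dye signal; 0% = forskolin plus galanin with DMSO and 100% = forskolin alone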
# MEKK3 PB1 HTS: raises or lowers MEK5 binding to the human MEKK3 PB1 domain; Q99759; bead-based flow cytometry, Alexa488-MEK5 binding to MEKK3; actives lie on both sides; 0 = blocked by unlabeled MEK5, 100 = vehicle; binding response (% of control), % at 10 µM; actives 1.4% (n = 290,000);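 active means binding response more than 3 SD above or below the average of its plate-row segment, actives on both sides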;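 further: Alexa488 bead fluorescence after subtracting the streptavidin-only scavenger bead signal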
# Target sequence (Q99759 whole entry, looked up, the tested form may be a part): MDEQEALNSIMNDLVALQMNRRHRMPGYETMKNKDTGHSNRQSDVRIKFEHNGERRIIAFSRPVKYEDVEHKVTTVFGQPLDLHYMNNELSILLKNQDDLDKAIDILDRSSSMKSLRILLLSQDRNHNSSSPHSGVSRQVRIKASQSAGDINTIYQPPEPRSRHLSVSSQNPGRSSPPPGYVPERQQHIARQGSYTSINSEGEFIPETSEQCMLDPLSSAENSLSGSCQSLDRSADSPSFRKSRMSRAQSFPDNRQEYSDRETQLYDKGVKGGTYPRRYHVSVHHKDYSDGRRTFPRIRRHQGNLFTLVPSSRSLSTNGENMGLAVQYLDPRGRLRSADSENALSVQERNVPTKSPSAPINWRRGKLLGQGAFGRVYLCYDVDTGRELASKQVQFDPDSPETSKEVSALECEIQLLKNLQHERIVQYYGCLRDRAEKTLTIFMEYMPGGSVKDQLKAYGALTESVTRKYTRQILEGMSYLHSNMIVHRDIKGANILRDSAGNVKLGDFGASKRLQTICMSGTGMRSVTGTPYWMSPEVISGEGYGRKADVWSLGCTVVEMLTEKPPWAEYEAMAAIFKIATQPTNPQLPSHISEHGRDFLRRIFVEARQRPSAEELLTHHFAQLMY
# Active calls of the source: *; . = no result given; [ ] = dose if it differs, or a comment.
SMILES,MEKK2 WT-MEK5,FID counter,MEKK2 mut-MEK5,SUMO HTRF inh,CRFR2-BP antag,HCV NS3 hel inh,CRFBP-R2 agonist,GalR3 antag,MEKK3 PB1 HTS
COc1ccc(Cc2nc3ccc(C(=O)NCC(C)(C)OC)cc3o2)cc1,98,-29,0,-1,-2,0,-1.9,0,100
COc1ccccc1N1CCN(C(=O)CCC(=O)O)CC1,102,1,0,-4,3,1,-1.0,-5,101
O=C(Nc1cccnc1Cl)c1cc(-c2ccco2)on1,85,-4,-11,4,9,8,-0.6,-8,86
Cn1c(=O)[nH]c(=O)c2c1nc(Br)n2CC(O)c1ccccc1 (stereo not drawn),106,1,7,7,3,-8,-1.5,-3,103
Cc1cccc(NC(=S)NC(=O)CCc2ccccc2)c1C,91,-13,-4,-1,-26,1,0.0,0,92
CCOc1ccc(CC(=N)C2=C(O)CC(C)(C)CC2=O)cc1OCC,101,-7,0,9,18,-1,-0.4,-1,108
COc1ccc(C)cc1NC(=O)CN(Cc1nnc(-c2ccc(Cl)cc2)o1)C1CCCC1,96,-30,-2,-18,-4,-5,3.4,-9,98
COc1ccc(/C=C2\SC(=O)N=C2N)cc1OC,97,-2,-2,6,-25,2,0.6,-3,99
CN(C(=O)c1nn(C)c2c1CSc1ccccc1-2)c1ccc(F)cc1,97,-43,4,17,5,-1,3.5,-9,98
CC(C)(C)S(=O)(=O)/C(C#N)=C/Nc1ccccn1,98,0,-2,12,3,-1,-1.3,-3,98
O=[N+]([O-])c1ccccc1NCc1ccc(Cl)cc1,101,8,2,-13,0,-3,0.1,-6,98
COc1ccc(Nc2ncnc3sc(-c4ccccc4)cc23)cc1,110,-18,2,0,-21,-1,-2.3,-4,101
CCCCN1C(=S)SC(C)(C)C1/[N+]([O-])=C/c1ccc(S(=O)(=O)NC)cc1 (stereo not drawn),88,-14,-7,-1,-4,-1,0.4,-8,93
COc1ccc2c(C)cc(SCC(=O)c3ccc4c(c3)OCO4)nc2c1,100,-3,4,-35,1,11,20,-3,101
CCn1cc(/C=C(\NC(=O)c2ccc(OC)cc2)C(=O)N2CCOCC2)c2ccccc21,93,-35,-5,.,-8,0,-0.5,1,97
O=C(c1cccs1)n1nc(-c2cccnc2)nc1NCc1ccco1,101,-4,5,21,9,5,2.0,-6,104
CCC1(CC)NC(=O)N(CC(=O)NC(=O)NCc2ccccc2)C1=O,108,-12,8,4,-9,1,3.1,-7,106
c1cc(-c2nsc(-c3ccncc3)n2)ccn1,96,-3,2,27,36,-1,-4.1,-5,104
CC(C)Oc1ccccc1C(=O)NC(CO)C(=O)O (stereo not drawn),99,1,-7,25,17,-10,1.3,-5,98
CCCn1c(N)c(Sc2ccc(C)cc2)c(=O)n(CCC)c1=O,104,-16,0,7,11,5,0.5,-7,105

# The closing 5 compounds of the part before open the next one.
SMILES,MEKK2 WT-MEK5,FID counter,MEKK2 mut-MEK5,SUMO HTRF inh,CRFR2-BP antag,HCV NS3 hel inh,CRFBP-R2 agonist,GalR3 antag,MEKK3 PB1 HTS
O=C(c1cccs1)n1nc(-c2cccnc2)nc1NCc1ccco1,101,-4,5,21,9,5,2.0,-6,104
CCC1(CC)NC(=O)N(CC(=O)NC(=O)NCc2ccccc2)C1=O,108,-12,8,4,-9,1,3.1,-7,106
c1cc(-c2nsc(-c3ccncc3)n2)ccn1,96,-3,2,27,36,-1,-4.1,-5,104
CC(C)Oc1ccccc1C(=O)NC(CO)C(=O)O (stereo not drawn),99,1,-7,25,17,-10,1.3,-5,98
CCCn1c(N)c(Sc2ccc(C)cc2)c(=O)n(CCC)c1=O,104,-16,0,7,11,5,0.5,-7,105
CCc1ccc(OCC(=O)NC(NC(=S)Nc2ccc(Cl)cc2)C(Cl)(Cl)Cl)cc1 (stereo not drawn),125,-2,0,9,5,1,-1.9,-2,101
Cc1nn(-c2ccccc2)c2sc(C(=O)OC3CCOC3=O)cc12 (stereo not drawn),.,-15,.,19,2,-3,0.1,-2,.
C#CCOCCOCCOCCNc1nc(N2CCN(C(=O)Cn3cc(CCO)nn3)CC2)nc(N2CCN(C(=O)[C@H]([C@@H](C)O)n3cc(CCCCN)nn3)CC2)n1,100,-7,-3,29,4,3,-2.4,-5,94
O=C(Nc1ccc(-c2nc3ccc(NC(=O)c4cccs4)cc3[nH]2)cc1)c1cccs1,86,8,-10,56*,32,18,-0.9,-5,84
CCC1(C)Cc2ccccc2C(=S)N1 (stereo not drawn),92,-3,-9,4,-6,2,-1.9,-6,94
Cc1cccc(C)c1NC(=O)CSCC(=O)O,101,1,3,22,1,-3,-1.3,-4,94
CN(C)CCNC(=O)c1cc2c(s1)-c1ccccc1OC2,132,33,24*,47,15,-18,-1.6,-1,112
COc1ccc(C(C#N)Nc2ccccc2OC)cc1 (stereo not drawn),83,5,-8,13,31,-1,-1.5,-4,83
NC(=S)NNc1c(F)c(F)c(F)c(F)c1F,101,2,0,12,6,16,0.5,-1,105
CNC(=O)Nc1cc(C(F)(F)F)cc(C(F)(F)F)c1,98,0,-11,-1,13,-17,-1.6,-7,99
CC(C)Nc1c(N)c(=O)oc2ccccc12,100,-3,3,-2,-18,-3,2.4,-2,100
CC1(C)Cc2ccccc2C(N/N=C/c2cccc(F)c2)=N1,91,-6,-2,12,8,-3,-2.5,-5,94
COc1ccc(OC)c(C(C(=O)NC2CCCCC2)N(C(=O)c2snc(C(N)=O)c2N)c2ccccc2OC)c1 (stereo not drawn),93,-35,-4,-25,3,-10,-2.5,-13,102
O=C(O)C1CC=CCC1C(=O)Nc1cccc(Cl)c1Cl (stereo not drawn),99,-2,2,12,.,5,.,.,98
Cc1cccc(C)c1NC(=O)C1(N(Cc2ccco2)C(=O)Cn2nnnc2N)CCCCC1,102,-15,0,2,-7,-7,-1.0,-1,108
CC1CCCCC1NC(=O)CN1CCC(NC(=O)c2ccc([N+](=O)[O-])cc2)CC1 (stereo not drawn),94,9,0,9,-5,5,0.8,-8,100
Cc1cc(=O)oc2c(CN3CCN(CCO)CC3)c(O)ccc12,98,-4,6,26,19,26,9.6,-1,102
CCc1cc(=O)[nH]c(SCc2ccc(C)cc2)n1,98,-10,1,3,-24,13,4.3,-6,103
CC1CCc2sc(C(=O)N/N=C/c3ccc(O)cc3)cc2C1 (stereo not drawn),97,-17,-9,-27,-27,-10,-1.0,-1,103
Cn1nnnc1SCC(=O)Nc1ccc(Cl)c(S(=O)(=O)N2CCOCC2)c1,94,-3,2,17,32,-9,1.7,0,95
CC1CN(C(=O)COC(=O)c2cc(S(N)(=O)=O)c(Cl)cc2Cl)CC(C)O1 (stereo not drawn),106,-13,7,4,48,-15,0.1,-5,99
CCOc1ccccc1OCCCC(=O)N1CCN(S(=O)(=O)c2ccc(C)cc2)CC1,100,-43,4,-24,15,-9,-2.6,-1,101
O=C(CSc1nnc(-c2ccncc2)o1)N1CCCC1,87,8,-12,10,9,-9,2.0,-4,86
CCOc1ccc(S(=O)(=O)NCCC(=O)N2CCN(c3ccc(OC)cc3)CC2)cc1,97,-31,-2,2,14,8,-3.7,1,96
COCCNC(=O)/C(C#N)=C/c1c(N2CCN(c3ccccc3)CC2)nc2ccccn2c1=O,101,-33,0,15,9,-4,-0.1,-10,102
Cc1cccn2c(=O)c3cc(C(=O)NCc4ccco4)c(=N)n(C4CCCC4)c3nc12,98,-11,-1,20,37,0,4.5,-9,102
CCc1ccc(C(CC(=O)c2ccc(Cl)cc2)C(=O)O)cc1 (stereo not drawn),107,-45,4,14,1,29,-1.6,-2,110
Cn1c(=O)cc(NCc2ccccc2)[nH]c1=O,110,-3,5,-14,-6,-4,-0.1,-3,108
CN(C)c1nc(Nc2ccccc2)nc(N(C)C)n1,103,-4,2,10,15,-11,-2.3,-5,105
CSc1nn2c(C)c(C)c(C)nc2c1C#N,103,2,-2,21,-5,4,17,-2,104
CN(Cc1nnc(-c2ccc(F)cc2)o1)c1ccccc1,100,-21,4,-4,-5,9,0.2,-2,101
COC(=O)C1CCN(C(c2cccs2)c2sc3nc(C)nn3c2O)CC1 (stereo not drawn),106,-17,7,13,-7,4,0.0,.,105
Cc1ccc(-c2ccc(SCC(=O)N3CCc4ccccc43)nn2)cc1,111,-4,14,1,.,0,.,.,102
COc1cc(NC(=O)c2cc(Cl)ccc2Cl)ccc1-c1cc2ccccc2oc1=O,94,3,3,7,-3,-2,1.1,-9,101
Cc1c(C(=O)NC(C)c2ccncc2)oc2ccccc12 (stereo not drawn),103,-8,4,8,4,5,-0.6,0,105
COc1ccc(CNC(=O)/C=C/c2ccc(OCCCF)cc2)cc1,100,-20,6,33,2,-8,-1.1,-2,104
Cc1occc(=O)c1OCc1c(Cl)cccc1Cl,102,-16,2,11,24,0,-5.1,-13,102
Cc1ccc(NC(=O)CSc2nccn2Cc2ccco2)cc1,105,-15,2,16,-2,-3,-0.3,-1,104
O=C(NC1CCN(C(=O)N2CCOCC2)CC1)c1ccccc1,110,1,6,7,7,-4,-0.3,-2,105
CO/N=C(/COc1ccc(F)cc1)c1ccc(OC)cc1,95,-18,-4,1,-8,-3,0.2,-13,93
COc1ccc(-n2c(=S)[nH]c3sc(-c4ccccc4)cc3c2=O)c(OC)c1,96,-1,-13,5,-36,-2,-0.1,-7,95
CC(C)Cn1c(NCCO)nc2ccccc21,70,0,-14,13,-2,3,-2.0,-3,61*[inhibitor]
COc1cccc(CSCC(=O)NCCc2ccccc2)c1OC,103,-30,3,-4,9,3,-0.5,1,102
CCC(CC)C(=O)NCCc1ccc(OC)cc1,103,-3,6,6,7,1,-0.9,6,101
CCOC(=O)c1sc(NC(=O)c2ccccc2OC)nc1C,118,-3,13,2,-20,6,2.9,1,111
CC1(C)Cc2nc3sc4c(=O)n(Cc5ccccc5)cnc4c3cc2CS1,95,-8,-1,-7,-12,-5,0.6,1,99
COc1ccc(CN2C3CCCC2CC(NC(=O)Nc2ccccc2)C3)cc1 (stereo not drawn),99,11,-1,-7,-6,-1,-3.0,-8,95
O=C(NCCN1CCN(c2ccccc2F)CC1)c1cccn2c(=O)c3ccccc3nc12,91,-1,-2,-10,-24,0,-0.5,-5,94
COc1cc(Br)cc(/C=N/NC(=O)Cc2ccc(C(F)(F)F)cc2[N+](=O)[O-])c1O,96,6,10,20,-33,7,-0.2,1,99
CC(=O)Nc1ccc(OCC(O)CNC2CCCC2)cc1 (stereo not drawn),.,0,.,1,-58,-10,4.5,-4,.
Cc1cc(N)nc(SCC(=O)N2C(C)CCCC2C)n1 (stereo not drawn),97,-10,0,15,-3,-1,1.5,-10,98
Cn1c(CCCNC(=O)c2cccs2)nc2ccccc21,.,-1,.,-4,1,-2,-1.6,-10,.
Cc1c(C(=O)Nc2ccc(Cl)cn2)oc2ccccc12,103,1,5,12,5,-1,-2.2,-2,100
Cc1cc(=O)oc2cc(OCC(=O)NC3CCCCC3)ccc12,94,-26,-8,3,-5,1,-1.7,-9,98
CN(C)S(=O)(=O)c1cccc(NC(=O)CCCSc2ccccc2)c1,98,-18,-5,1,6,0,-0.9,-8,99

# A portion of the library. The share of hits here may be higher or lower than overall.
